Bioassay records (PubChem BioAssay)
GCN5L2 inh: qHTS Assay for Inhibitors of GCN5L2; 390,000 compounds, 0.21% hits; Histone acetyltransferase KAT2A (Homo sapiens), Q92830; Potency, µM (titrated, usually from 58.9 µM), for the others: at the highest dose activity change, negative = inhibition, hits mostly inhibitors; GCN5L2 HAT assay, ThioGlo1 CoA-SH fluorescence
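Preincubate 20nM GCN5L2 with compound 15 min, RT → add 50uM ThioGlo1 + 75uM H3(1-25) + 70uM acetyl-CoA → read fluorescence 0 and 20 min. Primary qHTS; fluorescent artifacts likely.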
FEN1 inh: qHTS Assay for the Inhibitors of Human Flap endonuclease 1 (FEN1); P39748; AID 588795, 2011; Recombinant FEN1 flap cleavage, fluorescence, 15 min; Potency, µM (doses to about 114 µM), inactives show at the top dose activity change, negative = inhibition, most hits filed as inhibitors; 390,000 compounds, 0.35% hits; note: nearly all actives have a fitted effect of over 65% in size
Target sequence (P39748 whole entry, looked up): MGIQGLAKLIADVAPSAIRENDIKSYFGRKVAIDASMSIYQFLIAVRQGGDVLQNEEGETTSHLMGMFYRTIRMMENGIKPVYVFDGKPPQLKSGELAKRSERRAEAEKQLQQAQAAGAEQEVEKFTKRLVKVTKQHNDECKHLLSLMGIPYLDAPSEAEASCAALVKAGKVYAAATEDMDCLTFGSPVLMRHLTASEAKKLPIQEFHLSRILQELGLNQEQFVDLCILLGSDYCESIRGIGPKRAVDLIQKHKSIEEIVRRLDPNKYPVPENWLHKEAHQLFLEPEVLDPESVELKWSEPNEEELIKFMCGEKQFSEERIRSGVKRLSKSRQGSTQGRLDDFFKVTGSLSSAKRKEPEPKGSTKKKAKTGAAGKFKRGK
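Nuclease activity of 10 nM FEN1 was measured after 15 min of room-temperature exposure to titrated compounds, by adding 50 nM flap substrate and reading plates at 0 and 15 min.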
N370S GC: qHTS Assay for Inhibitors and Activators of N370S glucocerebrosidase as a Potential Chaperone Treatment of Gaucher Disease; 330,000 compounds, 0.092% hits; Lysosomal acid glucosylceramidase (Homo sapiens), P04062; N370S GC spleen homogenate, 4MU-glucoside fluorescence; Potency, µM (top dose mostly 59.4 µM), for the others: at the top dose activity change, negative = inhibition, hits mostly inhibitors;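 note: 0% = full enzyme activity and -100% = no enzyme basal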
Numbers without * were called inactive; ? = inconclusive; . = no result given; [ ] = remark or other dose. Calls come from the whole dose curve; as a rule, active = well fitted curve in the direction sought with a large enough effect; inconclusive = small, poorly fitted or top-dose-only effect, or another doubt; inactive = no such curve, though single readings can be large; an effect the other way counts as inactive or inconclusive. Unless noted, % is set by controls: 0 for no effect and ±100 for the full control effect; potency is the fitted concentration of half-maximal effect.

GCN5L2 inh	FEN1 inh	N370S GC	SMILES
-6%	-2%	-27%	CSc1cccc(NC(=O)c2ccc(CN3CCc4ccccc4C3)cc2)c1
-9%	2%	-4%	Cc1ccc(S(=O)(=O)N2CCN(C(=O)c3cccs3)CC2)c(C)c1
7%	19%	-18%	Cc1cc(C)c2nc(NCc3ccccc3O)sc2c1
-11%[0.501 µM]	-6%	1%	Cc1ccc(C)c(S(=O)(=O)N2CCN(CC(=O)N3CCc4ccccc4C3)CC2)c1
-10%	-9%	1%	O=[N+]([O-])c1ccc(F)cc1F
-6%	-2%	.	COc1ccc2c(Sc3ccccc3)c(C(=O)NCc3cc(Br)ccc3OC)[nH]c2c1
-10%	4%	3%	Cc1cc(-c2ccccc2)c2ccc(NC(=O)C(C)(C)C)nc2n1
-3%	-1%	1%	O=C(Cc1cccc(F)c1)Nc1ccc2c(c1)CCC2
-1%	-1%	2%	Cc1nc([N+](=O)[O-])cn1CC(O)c1ccc(Cl)cc1 (stereo not drawn)
-15%	-1%	.	CCCCn1cc(S(=O)(=O)c2ccc(CC)cc2)c(=O)c2cc(F)c(N3CCCC(C)C3)cc21 (stereo not drawn)
2%	1%	-3%	CC1CC(C)CN(CCCNC(=O)c2nn(C)c3c2CS(=O)(=O)c2ccccc2-3)C1 (stereo not drawn)
0%	1%	2%	CCOC(=O)N1CCN(S(=O)(=O)c2cccc3nonc23)CC1
-3%	4%	3%	O=C(CCN1C(=O)CSC1=O)Nc1ccc(Br)cc1
-1%	-7%	.	Cc1cccc(NC(=O)CN2CCN(C(=O)c3cncn3-c3ccc(F)cc3)CC2)c1C
-15%	.	-3%	O=C(N/N=C/c1ccc(N2CCCCC2)o1)C(O)(c1ccccc1)c1ccccc1
1%	-11%	1%	Nc1ncnc2c1ncn2Cc1ccccc1
-1%	8%	6%	O=C(NCCc1ccc(Cl)cc1)C1CCCN1C(=O)Nc1ccccc1 (stereo not drawn)
0%	18%	-4%	COc1nc(C)cc(C)c1S(=O)(=O)c1ccccc1
-4%	2%	-4%	Cc1c(Br)c([N+](=O)[O-])nn1C(C)C(=O)Nc1nccs1 (stereo not drawn)
-5%	-9%	-16%	Cc1ccc(CNC(=O)Cn2nnc(C(=O)Nc3cccc(C)c3C)c2N)cc1
-12%	-4%	-5%	N#CCCn1cc(/C=C2\NC(=S)N(c3ccccc3)C2=O)c(-c2ccc(-c3ccccc3)cc2)n1
0%	8%	.	COc1ccc(NC(=O)C2CCN(c3nc(-c4ccc(OC)c(OC)c4)no3)CC2)cc1Cl
3%	5%	-3%	O=C(NC1CCCCC1)N(CCN1CCOCC1)Cc1cc2cc3c(cc2[nH]c1=O)OCCO3
-9%	-5%	7%	C=CCn1c(SCCOc2ccccc2)nnc1C(C)NC(=O)c1ccccc1 (stereo not drawn)
-17%	-1%	.	CCn1cc(S(=O)(=O)c2cc(C)cc(C)c2)c(=O)c2cc(F)c(N3CCCC3)cc21
-7%	-10%	?	O=[N+]([O-])c1ccc(NCCCO)c(C(F)(F)F)c1
-16%	6%	-14%	CS(=O)(=O)NCc1nnc(SCC(=O)NC2CCCCC2)n1-c1ccc(F)cc1
-5%	14%	1%	CC(=O)c1cccc(NS(=O)(=O)c2c(C(=O)N3CCOCC3)c(C)n(C)c2C)c1
-2%	-4%	4%	CON(C)c1nc(OCCNC(=O)OCc2ccc(Cl)cc2C)nc(N(C)C)n1
-6%	1%	1%	COc1ccc(N(CC(=O)NCc2cccs2)S(=O)(=O)c2cccnc2)cc1
1%	-7%	-5%	Cc1ccc(S(=O)(=O)N(CCO)Cc2ccccc2)cc1
48%[activator]	-8%	3%	Cc1cccc(NC(=S)N2CCC(c3nc4ccccc4o3)CC2)c1C
-20%	14%	-5%	CCCCn1cnc2sc3c(c2c1=N)CCCC3
-9%	7%	-6%	Cc1ccc(C2CC(c3cccc(C)c3)n3nc(N)nc3N2)cc1 (stereo not drawn)
-6%	-1%	2%	COC(=O)C1=C(C)N2C(=O)CSC2=NC1c1ccc2c(c1)OCO2 (stereo not drawn)
-3%	-1%	5%	COc1ccc(C2=NOC(Cn3nc(C(=O)NCc4ccco4)cc3-c3ccccc3)C2)cc1 (stereo not drawn)
1%	-7%	0%	CCc1ccccc1NC(=S)N(CCN(C)C)Cc1cccs1
-16%	.	-5%	COCCn1c(=O)c(-c2ccc(OC)cc2)nc2cnc(N3CCN(C)CC3)nc21
-3%	0%	3%	COC(=O)c1c(C(=O)OC)c(-c2ccc(C(C)(C)C)cc2)n2c1CS(=O)C2 (stereo not drawn)
-2%	-3%	6%	COc1ccc(CCN(C(=O)C(F)(F)F)C(C(=O)NC2CCCCC2)c2ccc(C)s2)cc1 (stereo not drawn)
-11%	-6%	.	Cc1c(CC(=O)N2CCCCC2)c(=O)oc2cc(O)ccc12
17%	-14%	14%	CCN(CC(=O)Nc1ccccc1SC)Cc1nc2ccccc2c(=O)[nH]1
?	.	3%	O=C(O)COc1cccc(-c2ocnc2-c2nc(-c3ccccc3)c(-c3ccccc3)o2)c1
-8%	0%	2%	COc1ccc(C(=O)C[n+]2ccc(N(C)C)cc2)cc1
-5%	3%	.	CCCSCCCNC(=O)C1CCN(C(=O)c2cnn(-c3ccccc3)c2-n2cccc2)CC1
-4%	-5%	.	CC(=O)N1CCN(c2csc3ccc(Cl)cc3c2=O)CC1
-4%	-7%	-1%	Cc1ccccc1C(=O)N1CCC(C(=O)Nc2ccc(S(=O)(=O)N(C)C(C)C)cc2)CC1
-7%	-20%	-13%	CC(=O)c1ccc(Nc2cc(C)nc3ccc(C)cc23)cc1
0%	1%	.	CCCn1c(NCc2ccc(N(CC)CC)cc2)nc2ccccc21
-9%	10%	16%	CCn1nc2cc(C(=O)NCc3cc(C(F)(F)F)cc(C(F)(F)F)c3)ccc2c1OC
0%	-1%	0%	COC(=O)c1cccc(NC(=S)Nc2cccc(Cl)c2C)c1
-6%	-2%	-9%	CCOC(=O)c1c(NC(C)=O)sc(C(=O)NC2CCCC2)c1C
2%	-2%	-8%	C=CCSc1nnc(NC(=O)c2cccc(S(=O)(=O)N3CCOCC3)c2)s1
-3%	1%	-10%	CCO[C@@H]1OC(C(=O)N2CCOCC2)=C[C@H](c2ccc(Br)cc2)[C@H]1CCCO
-8%	1%	24%	Cc1cccc(NCc2nc3ccccc3n2Cc2ccccc2)c1
6%	0%	3%	COc1cc(C)ccc1OCCON1C(=O)CCC1=O
-7%	0%	-12%	COc1cc(OC)c(NC(=O)CC(=O)Nc2cc(Cl)c(OC)cc2OC)cc1Cl
-1%	15%	-3%	CCOC(=O)C1CCCN(CCC(=O)Nc2ccc(C)c(C)c2)C1 (stereo not drawn)
-3%	-23%	-5%	OC(CNc1ccccc1)Cn1ccc2ccccc21 (stereo not drawn)
-25%	-6%	-10%	CCN(CC)C(=O)C1CCCN(c2ccc([N+](=O)[O-])cc2/C=N/NC(=O)c2cccc([N+](=O)[O-])c2)C1 (stereo not drawn)

5 records drawn at random from those above, as already listed:
GCN5L2 inh	FEN1 inh	N370S GC	SMILES
6%	0%	3%	COc1cc(C)ccc1OCCON1C(=O)CCC1=O
?	.	3%	O=C(O)COc1cccc(-c2ocnc2-c2nc(-c3ccccc3)c(-c3ccccc3)o2)c1
-4%	-7%	-1%	Cc1ccccc1C(=O)N1CCC(C(=O)Nc2ccc(S(=O)(=O)N(C)C(C)C)cc2)CC1
-8%	0%	2%	COc1ccc(C(=O)C[n+]2ccc(N(C)C)cc2)cc1
-25%	-6%	-10%	CCN(CC)C(=O)C1CCCN(c2ccc([N+](=O)[O-])cc2/C=N/NC(=O)c2cccc([N+](=O)[O-])c2)C1 (stereo not drawn)

Next section:
GCN5L2 inh	FEN1 inh	N370S GC	SMILES
3%	-6%	.	COc1cccc(NC(=O)C2CCCN(c3nnc(-n4c(C)ccc4C)s3)C2)c1 (stereo not drawn)
-4%	-10%	1%	O=C(Cn1ncc2c([nH]c3ccccc32)c1=O)NCC1CCN(Cc2ccccc2F)CC1
-5%	.	-12%	COc1ccc(C)cc1NC(=O)c1cnc2sccn2c1=O
-4%	-1%	-6%	NC(=O)NC(=O)c1nccnc1C(=O)O
-1%	9%	-2%	CC(=O)c1ccc(S(=O)(=O)N(C)CC(=O)NCC2CCCCC2)cc1
0%	5%	4%	CN(c1ccccc1)S(=O)(=O)c1cccc(NC(=O)CN2CCCc3ccccc32)c1
-8%	.	-3%	CC(C)C1CCC(C(=O)N[C@H](Cc2ccccc2)C(=O)O)CC1 (stereo partly drawn)
-2%	14%	2%	O=C(CSc1nnc(Cc2cccs2)n1-c1ccc(Cl)cc1)NCc1ccc2c(c1)OCO2
-2%	-4%	-4%	Cc1nnc(C)n1/N=C/c1cccc(Oc2ccccc2)c1
0%	-10%	.	CCOC(=O)c1sc(NC(=O)CSCc2c(C)noc2C)nc1C
-8%	-12%	8%	CCOc1ccccc1NC(=O)c1nc(-c2ccccc2)oc1C
-3%	10%	1%	O=C(Nc1ccc(S(=O)(=O)NC2CCCCC2)cc1)c1ccco1
-3%	-19%	.	COc1ccc(Cl)cc1NC(=O)C(C)N1CCN(C/C=C/c2ccccc2)CC1 (stereo not drawn)
-2%	-18%	-1%	COc1ccc(OC)c(S(=O)(=O)N2c3ccccc3CC2C)c1 (stereo not drawn)
-4%	-6%	.	O=C(NCc1ccccc1F)c1cccc(S(=O)(=O)N2CCCCC2)c1
-2%	19%	.	COc1cccc(/C=C/C(=O)OCC(=O)NCCC2=CCCCC2)c1OC
-10%	-7%	1%	N=C1c2ccccc2CN1NC(=O)c1cccc(S(=O)(=O)N2CCOCC2)c1
-3%	3%	1%	O=C(c1ccccc1)c1cccn1CC(=O)N1CCN(c2ccccc2)CC1
-11%	-1%	-2%	COc1cc(NC(=O)C2CC(=O)N(CCc3ccc(F)cc3)C2)cc(OC)c1OC (stereo not drawn)
-4%	-9%	21%	Cc1cc(=O)[nH]c(/N=C(\N)Nc2ccc(SC(F)F)cc2)n1
-10%	-12%	4%	COc1ccc(-c2nc(C#N)c(N3CCc4ccccc4C3)o2)cc1OC
-25%	0%	2%	CCCC(=O)Nc1cc(C)c2c(=O)oc3ccccc3c2n1
-1%	1%	.	Cc1cc(C)n(CC(=O)NNC(=O)COc2ccc(Br)cc2F)n1
-2%	8%	16%	COCCn1nnnc1C(c1cccs1)N1CCN(c2nc3ccccc3s2)CC1 (stereo not drawn)
-8%	9%	11%	NNC(=O)CNC(c1ccccc1)c1cc(Br)ccc1NC(=O)CCN1CCOCC1 (stereo not drawn)
0%	13%	-4%	O=S(=O)(CC(CN1CCCC1)N1CCCC1)c1ccc2ccccc2c1 (stereo not drawn)
-4%[0.501 µM]	-2%	2%	O=C(CCC1CCCCC1)Nc1c2c(nn1-c1ccc(F)cc1)CS(=O)C2 (stereo not drawn)
-2%	-7%	.	CCc1nn(CC(=O)N2CCCCC2)c(=O)c2cc3sccc3n12
-1%	19%	3%	CC(=O)Nc1cccc(-n2nnc(SCC(N)=O)n2)c1
-11%	-3%	10%	Nc1ccccc1-c1nnc(SCc2ccccc2Cl)[nH]c1=O

Another view of some results above.
O=S(=O)(CC(CN1CCCC1)N1CCCC1)c1ccc2ccccc2c1 (stereo not drawn)
  GCN5L2 inh: 0%	FEN1 inh: 13%	N370S GC: -4%

CN(c1ccccc1)S(=O)(=O)c1cccc(NC(=O)CN2CCCc3ccccc32)c1
  GCN5L2 inh: 0%	FEN1 inh: 5%	N370S GC: 4%

O=C(CSc1nnc(Cc2cccs2)n1-c1ccc(Cl)cc1)NCc1ccc2c(c1)OCO2
  GCN5L2 inh: -2%	FEN1 inh: 14%	N370S GC: 2%

NC(=O)NC(=O)c1nccnc1C(=O)O
  GCN5L2 inh: -4%	FEN1 inh: -1%	N370S GC: -6%

Following part
GCN5L2 inh	FEN1 inh	N370S GC	SMILES
1%	3%	?	CCC(=O)NC(O)C(=O)c1ccc(C)cc1 (stereo not drawn)
0%	5%	2%	CCN1C=CC2=C(C#N)C(N)C(C#N)(C#N)C(c3ccccc3C(F)(F)F)C2C1 (stereo not drawn)
-4%	14%	.	CCOc1ccc(NS(=O)(=O)c2ccc3[nH]cc(C(=O)N4CCCC4)c(=O)c3c2)cc1
-1%	-1%	2%	CCOc1ccc(NC(=O)CC2C(=O)NCCN2C(=O)Nc2ccccc2)cc1 (stereo not drawn)
-6%	3%	2%	O=C(COC(=O)c1cc(=O)c2ccccc2o1)NCC1CCCCC1
-3%	7%	.	COCC(=O)Nc1cccc(-c2nc3cccnc3s2)c1
-10%	18%	13%	OC(CNCc1ccccc1C(F)(F)F)C(F)(F)F (stereo not drawn)
-11%	-20%	-8%	CCOC(=O)c1c(-c2cccs2)csc1NC(=O)CN(CC)CC
-1%	0%	-14%	COC(=O)Nc1ccc(Oc2ccccc2)cc1

Outcome played no part in choosing rows (roughly 0.54% active in at least one column).
